Assay outcomes (PubChem BioAssay)
Tn6 DDE FP – inhibitors of Tn6 peptide binding to fibrin DD(E), primary screen, biochemical, fluorescence polarization, human fibrin, Tn6 probe; Fibrinogen beta chain (Homo sapiens), P02675; Fibrin DD(E) TRITC-Tn6 fluorescence polarization displacement; inhibition, % at 8.3 µM; actives 0.21% (n = 370,000); AID 720509, 2013;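 active = inhibition above a per-campaign cutoff: mean of compounds within control limits plus 3 SD, cut at about 15% in these data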;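 note: 0% = median of all compound wells on the plate and 100% = blocking peptide control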
Target sequence (P02675 whole entry, looked up): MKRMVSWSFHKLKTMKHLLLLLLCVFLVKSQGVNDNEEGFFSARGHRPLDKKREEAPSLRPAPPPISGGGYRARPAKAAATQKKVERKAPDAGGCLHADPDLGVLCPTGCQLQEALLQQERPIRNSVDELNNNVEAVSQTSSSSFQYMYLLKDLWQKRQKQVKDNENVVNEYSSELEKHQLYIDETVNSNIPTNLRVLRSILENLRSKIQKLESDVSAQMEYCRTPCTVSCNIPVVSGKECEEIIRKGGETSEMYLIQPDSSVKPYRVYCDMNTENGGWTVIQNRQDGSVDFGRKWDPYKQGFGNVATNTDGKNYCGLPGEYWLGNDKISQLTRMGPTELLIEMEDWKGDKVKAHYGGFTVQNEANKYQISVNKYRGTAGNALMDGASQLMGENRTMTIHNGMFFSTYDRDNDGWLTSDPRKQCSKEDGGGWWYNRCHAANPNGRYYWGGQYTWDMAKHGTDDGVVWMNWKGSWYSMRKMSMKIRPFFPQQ
LEDGF integ inh – blockers of LEDGF/p75-dependent integrase strand transfer – biochemical, TR-FRET, high throughput, primary screen; HIV-1 integrase (with human LEDGF/p75); TR-FRET IN-LEDGF/p75 DNA integration, Eu/Cy5; inhibition, % at 3.7 µM; actives 0.64% (n = 370,000); AID 743269, 2014;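 active = inhibition above the screen-wide mean plus 3 SD, cut at about 13% in these data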;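 note: signal is the Cy5 over europium emission ratio at 671 and 618 nm; 0% = plate median of compound wells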
TDP2 inh – human TDP2 enzyme inhibitors, primary screen, biochemical, epi absorbance, recombinant enzyme. Tyrosyl-DNA phosphodiesterase 2 (Homo sapiens), O95551. T5PNP hydrolysis, p-nitrophenol absorbance 415 nm. inhibition, % at 12.8 µM. actives 0.34% (n = 370,000);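 active = inhibition above the mean of all tested compounds plus 3 SD, set per campaign, cut at about 25% in these data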;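 note: 0% = DMSO with enzyme and 100% = buffer with substrate but no TDP2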
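test system = human TDP2 enzyme | input = TDP2 enzyme at 120 nM final | medium = 50 mM Tris-HCl pH 7.5 with Mg2+, KCl, DTT, BSA | also added = T5PNP substrate, 5 mM | times = 2 h at 37 °C | technique = epi absorbance | benchmarks = high control without enzyme, low control DMSO plus TDP2 | replication = each compound tested once, singlicate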
Tn7 DDE FP – inhibitors of Tn7 peptide binding to fibrin DD(E), primary screen, biochemical, fluorescence polarization, human fibrin, Tn7 probe; actives 0.13% (n = 370,000); inhibition, % at 8.3 µM; Fibrinogen beta chain (Homo sapiens), P02675; AID 720508, 2013; FP displacement of FITC-Tn7 peptide from fibrin DD(E); 0% = median of compound wells per plate;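 active = inhibition above the mean of compounds falling within the control limits plus 3 SD of them, cut at about 14% in these data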;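 note: 0% = plate median of compound wells and 100% = 10 µM Aha-Tn7 peptide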
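Assay system: Human clot-derived fibrin DD(E) complex | Buffer or medium: Tris/NaCl/CaCl2 buffer, pH 7.8 | Repeats: One replicate per compound | Benchmarks: Aha-Tn7 high control | Measure: % inhibition scaled between sample-field median and high-control FP | Schedule: 10 min plus 3 h, room temperature | Signal: Fluorescence polarization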
SIAE inh – human SIAE inhibitors, primary screen, biochemical, fluorescence polarization, FP-Rh probe, 1536-well HTS; SIAE FP-Rh probe binding; actives 0.69% (n = 370,000); AID 1053197, 2014; inhibition, % at 9.66 µM; Sialate O-acetylesterase (Homo sapiens), Q9HAT2;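 active = inhibition above a cutoff: mean of compounds within the control limits plus 3 SD of those, cut at about 17% in these data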;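 note: 0% = plate median of compound wells and 100% = probe without SIAE protein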
Target sequence (Q9HAT2 whole entry, looked up): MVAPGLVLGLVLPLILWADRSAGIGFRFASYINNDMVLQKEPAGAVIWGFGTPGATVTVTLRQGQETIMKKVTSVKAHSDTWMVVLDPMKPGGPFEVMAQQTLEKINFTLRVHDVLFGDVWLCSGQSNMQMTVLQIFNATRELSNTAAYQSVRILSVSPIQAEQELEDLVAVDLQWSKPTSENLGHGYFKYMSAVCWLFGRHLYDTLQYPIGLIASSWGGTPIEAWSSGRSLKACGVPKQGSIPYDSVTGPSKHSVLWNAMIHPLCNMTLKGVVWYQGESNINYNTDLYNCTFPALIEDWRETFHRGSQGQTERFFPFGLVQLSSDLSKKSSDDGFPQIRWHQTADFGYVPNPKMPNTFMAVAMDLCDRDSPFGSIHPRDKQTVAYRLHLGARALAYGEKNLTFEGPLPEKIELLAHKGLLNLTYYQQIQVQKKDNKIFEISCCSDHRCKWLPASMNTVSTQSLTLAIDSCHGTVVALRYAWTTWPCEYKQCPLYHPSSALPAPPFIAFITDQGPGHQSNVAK
PRMT1 inh – PRMT1 methyltransferase inhibitors, primary screen, biochemical, fluorescence polarization; actives 1.3% (n = 370,000); recombinant PRMT1, activity-based probe fluorescence polarization; inhibition, % at 2.79 µM; Protein arginine N-methyltransferase 1 (Homo sapiens), Q99873;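 active = inhibition above about 21% made by adding two undisclosed values, limit read from the data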
KLK7 zymogen act – proKLK7 zymogen activators, primary screen, biochemical, fluorescence intensity | Kallikrein-7 (Homo sapiens), P49862 | purified proKLK7, EDANS-DABCYL substrate fluorescence; 100% is mature enzyme control, 0% vehicle | actives 0.9% (n = 370,000) | activation, % at 7 µM | AID 652039, 2013;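 active = activation above the mean of all tested compounds plus 3 SD, computed per campaign excluding outliers beyond control limits, cut at about 13% in these data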
MBD2 DNA inh – inhibitors of MBD2 binding to methylated DNA, primary screen, biochemical, TR-FRET, DNA-binding domain, human | Methyl-CpG-binding domain protein 2 (Homo sapiens), Q9UBB5 | inhibition, % at 4.4 µM | AID 686964, 2013 | MBD2 binding to methylated oligonucleotide | actives 0.31% (n = 370,000); in the data active = inhibition above about 13%
TCR-CD3 inh – inhibitors of human TCR-CD3 interaction, primary screen, biochemical, fluorescence, TAMRA-labeled TCR probe; T-cell receptor (TCR); inhibition, % at 9.4 µM; actives 0.37% (n = 360,000); AID 651800, 2012; in the data active = inhibition above about 19%;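 note: recombinant mutant TCR 2C K166C tagged with TAMRA read by polarization; 0% = receptor in buffer alone and 100% = receptor with positive control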
UHRF1 MBD2 ctr – UHRF1 methylated DNA binding inhibitors, primary screen, counter-screen for MBD2 inhibitor project, biochemical, TR-FRET, human UHRF1, single concentration; E3 ubiquitin-protein ligase UHRF1 (Homo sapiens), Q96T88; UHRF1 binding to methylated oligo; inhibition, % at 4.4 µM; actives 0.75% (n = 370,000); AID 687016, 2013; in the data active = inhibition above about 21%;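 note: UHRF1 SRA domain binding a hemimethylated CpG hairpin DNA probe; 0% = median of test compound wells and 100% = reference inhibitor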
* = called active by the depositor.

SMILES	Tn6 DDE FP	LEDGF integ inh	TDP2 inh	Tn7 DDE FP	SIAE inh	PRMT1 inh	KLK7 zymogen act	MBD2 DNA inh	TCR-CD3 inh	UHRF1 MBD2 ctr
C(=N\Nc1nc(N2CCCC2)nc(N2CCCC2)n1)/c1cccnc1	-11	-3	-8	-5	-9	4	-0.6	3	1	9
O=C(O[C@@H]1[C@H](Cc2ccccc2)NS(=O)(=O)[C@H]2C[C@@H]3C=C[C@]12O3)c1ccccc1Br	-5	0	-3	1	-5	2	1.1	-4	1	-2
CC(C)Oc1ccc(C2c3c(oc4ccccc4c3=O)C(=O)N2CCCN2CCOCC2)cc1 (centres undefined)	-9	-1	-2	-1	-1	4	-0.1	-2	-4	2
COc1ccc(CNc2nc(-c3cccnc3)nn2C(C)=O)cc1	3	-3	4	3	-5	4	0.3	5	-4	-1
O=C(NC1CCCCC1)C1CC(=O)N(Cc2ccccc2)C1 (centres undefined)	-1	3	-10	-3	-7	-5	0.1	-2	-2	-1
COc1cccc(C2c3cc4c(cc3OC(N3CCCC3)C2C)OCO4)c1O (centres undefined)	2	-2	-20	-5	1	-8	0.0	-4	-1	-3
CN(Cc1ccccc1)S(=O)(=O)c1ccc(S(=O)(=O)N(Cc2ccc(F)cc2)C2CCCC2)cc1	5	-1	7	-1	-1	3	-0.1	3	2	7
Cc1ccc(S(=O)(=O)Nc2cccc(C(=O)NCc3cccnc3)c2)cc1F	7	-3	-5	5	5	2	-0.2	0	-4	4
CCOCCCNC(=O)C(NC(=O)Cc1cccs1)c1ccc(Cl)cc1 (centres undefined)	2	-1	-5	0	4	2	0.1	2	-2	0
Cc1cc(Nc2cccc(Br)c2)c2ccccc2n1	-5	6	-16	-4	7	-6	0.7	-6	-1	-2
COc1ccc(Cl)cc1NC(=O)CN(C)C(=O)c1cccc2cccnc12	-3	4	-10	-1	-6	-6	0.1	3	-3	3
O=C1CC(SCc2nc3ccccc3[nH]2)C(=O)N1c1cccc(Cl)c1 (centres undefined)	-20	2	-7	-6	-14	31*	-0.2	6	-7	-3
O=C1C2C(C(=O)N1CCN1CCN(Cc3ccc([N+](=O)[O-])cc3)CC1)[C@H]1C=C[C@@H]2C1 (some centres undefined)	3	5	-20	-1	-5	-1	-0.3	-6	-9	4
CN(C)CCN(Cc1cc2cc3c(cc2[nH]c1=O)OCO3)C(=S)NCC1CCCO1 (centres undefined)	-1	2	-5	-2	2	0	3.3	2	4	7
CCOc1ccccc1N(C)C(=O)c1cc2c(=O)n(CC)c3ccccc3c2s1	-11	4	13	-3	-8	-5	-0.4	-1	7	-3
O=C(CN(Cc1ccccc1)C(=O)CCC(=O)Nc1nccs1)NCc1ccccc1	3	1	12	-3	1	0	0.6	0	7	0
O=C(NCC(=O)N(Cc1ccco1)C(C(=O)NC1CCCC1)c1cccnc1)c1cccs1 (centres undefined)	3	1	6	-8	-4	-2	-0.3	2	-2	0
Cc1[nH]n(-c2ccccc2)c(=O)c1-c1cccc(Cl)c1	-1	-5	7	0	0	0	-0.4	2	3	-3
C#CCOCCOCCOCCNc1nc(N2CCN(C(=O)[C@H](CC(N)=O)n3cc([C@@H](N)CC(N)=O)nn3)CC2)nc(N2CCN(C(=O)[C@H](CC(N)=O)n3cc([C@@H](N)CC(N)=O)nn3)CC2)n1	-1	-4	-2	2	1	-1	0.6	-3	7	7
O=C(CN1CCCCC1)NNc1nc(-c2ccccc2)c2cc(Br)ccc2n1	5	19*	3	3	4	2	0.0	-4	3	-3

Reprinted from the part before: 2 compounds; new compounds follow.
SMILES	Tn6 DDE FP	LEDGF integ inh	TDP2 inh	Tn7 DDE FP	SIAE inh	PRMT1 inh	KLK7 zymogen act	MBD2 DNA inh	TCR-CD3 inh	UHRF1 MBD2 ctr
C#CCOCCOCCOCCNc1nc(N2CCN(C(=O)[C@H](CC(N)=O)n3cc([C@@H](N)CC(N)=O)nn3)CC2)nc(N2CCN(C(=O)[C@H](CC(N)=O)n3cc([C@@H](N)CC(N)=O)nn3)CC2)n1	-1	-4	-2	2	1	-1	0.6	-3	7	7
O=C(CN1CCCCC1)NNc1nc(-c2ccccc2)c2cc(Br)ccc2n1	5	19*	3	3	4	2	0.0	-4	3	-3
COc1ccccc1C(C(=O)c1ccccc1)c1ccc2ccccc2c1 (centres undefined)	1	-2	2	9	-12	3	0.1	3	-3	0
COc1ccc(C(=O)OCC(=O)N2CCN(C(=O)c3ccco3)CC2)c(OC)c1OC	-8	3	-7	4	5	-5	0.8	0	-4	2
CCc1ccc2[nH]c(=O)c(CN(CCCN3CCOCC3)C(=O)Nc3cccc(Cl)c3)cc2c1	-1	-3	2	0	4	-2	-0.2	2	1	0
CN(C)c1ccc(-c2ccnc3c2CC(C)(C(=O)Nc2cccc(N(C)C)c2)O3)cc1 (centres undefined)	4	3	-7	-2	3	0	-5.2	0	10	1
O=[N+]([O-])c1cc(F)cc(F)c1Nc1ccc(F)cc1	-5	-2	1	5	10	3	-0.1	2	-5	4
COc1cccc(C(C(=O)NC2CCCCC2)N(C(=O)CNC(=O)c2ccco2)c2cccnc2)c1 (centres undefined)	5	0	-1	3	-1	0	-0.5	-1	-9	-1
CC(C)(C)C(=O)Nc1ccc(S(=O)(=O)N2CCCC2)cc1	-5	-3	3	-3	-5	-5	0.6	-3	0	0
O=C(NCc1ccncc1)c1ccc(N2CCCC2)c([N+](=O)[O-])c1	-1	0	-4	-3	4	2	0.8	-7	-1	-8
COc1ccc(CNc2oc(COc3ccccc3Cl)nc2C#N)cc1	-1	2	3	-13	-1	-2	-0.6	-3	0	-1
Cc1ccc(C23CCC(=O)N2C(C(=O)O)CS3)c(C)c1 (centres undefined)	-2	0	2	3	-2	6	0.2	0	4	0
Cc1ccc(S(=O)(=O)N(C)CCCC(=O)NC(C)(C)CO)cc1	0	2	12	1	0	-6	-0.4	0	-1	0
O=C(O)CN1C(=O)S/C(=C\c2ccc3c(c2)OCO3)C1=O	1	0	-1	0	3	33*	1.2	-1	7	-1
CCOc1ccc2oc(C(=O)OCC(=O)N3CCCC(C)C3)c(C)c2c1 (centres undefined)	5	-5	-5	9	4	10	-1.9	4	-5	-1
CCCNC(=O)c1cc(Cl)c(NC(=O)C2=CSCCO2)cc1OC	4	2	-12	-1	-5	-5	-0.4	-6	3	0
CSc1ncccc1C(=O)OCC(=O)NC1CCS(=O)(=O)C1 (centres undefined)	-5	-5	0	6	-5	-1	0.2	1	6	1
COc1ccc(Nc2nc(-c3c[nH]c4ccccc34)cs2)cc1	-13	3	-16	-8	-5	12	-0.3	-6	-11	1
CCOCCCNC(=S)NC1CC2CCC(C1)N2Cc1ccccc1 (centres undefined)	0	1	-3	-2	-3	6	-0.3	5	-4	3
Cc1cccc(OCC(=O)Nc2ccc3c4c(cccc24)CC3)c1C	1	-1	-5	2	4	-4	-0.2	-2	5	0
CN(C)C(CNC1CC(C)(C)NC(C)(C)C1)c1cccc(F)c1 (centres undefined)	-1	4	-2	-9	4	-5	0.1	-5	5	0
CCOc1ccccc1N(C(=O)Nc1ccc(Cl)cc1)C1=NC(C)CS1 (centres undefined)	-2	0	-4	5	-1	-3	0.5	-1	4	4

Ordered by molar mass (smallest number first): part of the list above.
SMILES	Tn6 DDE FP	LEDGF integ inh	TDP2 inh	Tn7 DDE FP	SIAE inh	PRMT1 inh	KLK7 zymogen act	MBD2 DNA inh	TCR-CD3 inh	UHRF1 MBD2 ctr
O=C(O)CN1C(=O)S/C(=C\c2ccc3c(c2)OCO3)C1=O	1	0	-1	0	3	33*	1.2	-1	7	-1
CSc1ncccc1C(=O)OCC(=O)NC1CCS(=O)(=O)C1 (centres undefined)	-5	-5	0	6	-5	-1	0.2	1	6	1
COc1ccccc1C(C(=O)c1ccccc1)c1ccc2ccccc2c1 (centres undefined)	1	-2	2	9	-12	3	0.1	3	-3	0

3 compounds drawn at random from the list so far, as already listed:
SMILES	Tn6 DDE FP	LEDGF integ inh	TDP2 inh	Tn7 DDE FP	SIAE inh	PRMT1 inh	KLK7 zymogen act	MBD2 DNA inh	TCR-CD3 inh	UHRF1 MBD2 ctr
Cc1ccc(S(=O)(=O)Nc2cccc(C(=O)NCc3cccnc3)c2)cc1F	7	-3	-5	5	5	2	-0.2	0	-4	4
COc1cccc(C(C(=O)NC2CCCCC2)N(C(=O)CNC(=O)c2ccco2)c2cccnc2)c1 (centres undefined)	5	0	-1	3	-1	0	-0.5	-1	-9	-1
CCOc1ccc2oc(C(=O)OCC(=O)N3CCCC(C)C3)c(C)c2c1 (centres undefined)	5	-5	-5	9	4	10	-1.9	4	-5	-1

Continuation.
SMILES	Tn6 DDE FP	LEDGF integ inh	TDP2 inh	Tn7 DDE FP	SIAE inh	PRMT1 inh	KLK7 zymogen act	MBD2 DNA inh	TCR-CD3 inh	UHRF1 MBD2 ctr
CCC(CC)C(=O)Nc1cc(C(=O)OC)ccc1C(=O)OC	5	-4	-1	5	5	1	0.6	1	3	3
Cc1ccccc1-c1cccc([C@@H]2C[C@H]3[C@H](CON3C)CN2Cc2cc(Cl)cc(Cl)c2)c1	-2	-3	-3	-5	-4	0	0.5	5	-5	17
CCOc1ccc(NC(=O)NC2CCCCCCC2)cc1	13	-2	-5	-2	4	1	0.0	1	-1	0
O=C(CCl)N1c2ccccc2Oc2ccc3ccccc3c21	39*	6	6	16*	22*	60*	1.0	-13	22*	-12
CCOc1ccc(NC(=O)CCNS(=O)(=O)c2cccs2)cc1	-1	-2	-4	-1	2	-2	0.5	3	-1	-3
Cc1cc(=O)oc2c3c4c(cc12)OCCN4CCC3	-1	-1	-4	-1	0	4	70*	-4	-4	-7
O=C(Nc1ccc(NC(=O)C2CCCCC2)nc1)c1cccs1	4	-1	-14	3	-8	-3	-0.5	-6	7	0

2 successive records already listed, quoted:
SMILES	Tn6 DDE FP	LEDGF integ inh	TDP2 inh	Tn7 DDE FP	SIAE inh	PRMT1 inh	KLK7 zymogen act	MBD2 DNA inh	TCR-CD3 inh	UHRF1 MBD2 ctr
Cc1cc(=O)oc2c3c4c(cc12)OCCN4CCC3	-1	-1	-4	-1	0	4	70*	-4	-4	-7
O=C(Nc1ccc(NC(=O)C2CCCCC2)nc1)c1cccs1	4	-1	-14	3	-8	-3	-0.5	-6	7	0
